# NALP1 inh – inhibitors of NALP1 inflammasome in yeast | S. cerevisiae NALP1/ASC/caspase-1 growth, X-gal OD620, 72 h | inhibition, % at 10 µM | actives 0.61% (n = 280,000); in the data active = inhibition mostly above about 24%, no sharp cut-off; inactive = mostly below about 32%; also: some compounds called inactive have numbers as strong as hits
# V1aR counter – V1a receptor agonism, counter-screen for OXTR agonists | actives 0.25% (n = 320,000) | AID 2797 | activation, % at 3 µM | P37288 | CHO-V1R cells, Fluo-8 calcium fluorescence, agonist mode; 0% DMSO, 100% 3 nM vasopressin;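 active = activation above the mean activation of all tested compounds plus 3 SD, per screening run, cut at about 20% in these data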;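 also: signal is peak over basal fluorescence ratio across a 100 second FLIPR read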
# GPR7 antagonist – human neuropeptides B/W receptor 1 antagonism | P48145 | GPR7-expressing cells, fluorescence antagonist assay | inhibition, % at 4.4 µM | actives 1.1% (n = 290,000) | AID 1861; in the data active = inhibition above about 16%, passing the limit was not always enough;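 also: cells stimulated with the agonist NPW; 0% = agonist with vehicle and 100% = vehicle without agonist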
# Target sequence (P48145 whole entry, looked up): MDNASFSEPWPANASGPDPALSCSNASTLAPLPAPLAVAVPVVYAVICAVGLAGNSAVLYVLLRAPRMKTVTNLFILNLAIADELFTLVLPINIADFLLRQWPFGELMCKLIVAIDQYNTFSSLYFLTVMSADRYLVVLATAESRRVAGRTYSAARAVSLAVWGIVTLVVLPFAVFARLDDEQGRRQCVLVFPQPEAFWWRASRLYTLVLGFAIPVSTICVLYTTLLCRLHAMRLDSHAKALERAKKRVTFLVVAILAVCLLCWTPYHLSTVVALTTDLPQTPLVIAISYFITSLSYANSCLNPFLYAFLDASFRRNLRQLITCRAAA
# GalR3 antagonist – antagonists of human GalR3; actives 0.44% (n = 360,000); O60755; HEK293 GalR3-CNG cAMP membrane potential fluorescence; galR3 body fused to GalR1 C-terminus; inhibition, % at 3 µM;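 active = inhibition above the screen-wide average plus 3 SD, cut at about 13% in these data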;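 also: forskolin and galanin both at EC90 stimulate the cells; cAMP rise reported by CNG channel membrane potential dye signal; 0% = forskolin plus galanin with DMSO and 100% = forskolin alone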
# MEKK3 PB1 HTS – MEKK3-MEK5 PB1 interaction, increase or decrease; Q99759; binding response (% of control), % at 10 µM; actives 1.4% (n = 290,000); bead-based flow cytometry, Alexa488-MEK5 binding to MEKK3; actives lie on both sides; 0 = blocked by unlabeled MEK5, 100 = vehicle;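 active = binding response more than 3 SD above or below the average of its plate-row segment, actives on both sides; inconclusive = wells at one plate position flagged as instrument error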;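 also: Alexa488 bead fluorescence after subtracting the streptavidin-only scavenger bead signal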
# OXTR agonist – human OXTR agonism. actives 0.32% (n = 320,000). CHO-OTR cells, Fluo-8 calcium fluorescence; normalized: DMSO 0%, oxytocin 100%. activation, % at 3 µM. AID 2435. P30559;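 active = activation above the mean of all tested compounds plus 3 SD, cutoff set per screening run, cut at about 20% in these data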;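 also: peak over basal fluorescence ratio from a 100 s FLIPR kinetic read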
# Target sequence (P30559 whole entry, looked up): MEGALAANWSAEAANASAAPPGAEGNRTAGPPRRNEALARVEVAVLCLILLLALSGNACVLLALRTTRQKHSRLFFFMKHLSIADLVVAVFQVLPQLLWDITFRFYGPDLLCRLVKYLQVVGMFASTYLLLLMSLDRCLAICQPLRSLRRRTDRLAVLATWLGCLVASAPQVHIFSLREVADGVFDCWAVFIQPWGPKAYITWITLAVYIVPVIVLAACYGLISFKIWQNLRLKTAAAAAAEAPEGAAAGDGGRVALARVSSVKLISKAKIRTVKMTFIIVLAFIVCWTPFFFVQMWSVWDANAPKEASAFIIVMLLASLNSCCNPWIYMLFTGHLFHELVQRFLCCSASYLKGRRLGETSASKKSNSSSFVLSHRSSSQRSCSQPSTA
# PHOSPHO1 block – blocks human PHOSPHO1 phosphatase activity | recombinant PHOSPHO1, absorbance phosphatase assay | inhibition, % at 13.3 µM | actives 1.1% (n = 290,000) | AID 1565; in the data active = inhibition above about 60%
# Target sequence (Q8TCT1 whole entry, looked up): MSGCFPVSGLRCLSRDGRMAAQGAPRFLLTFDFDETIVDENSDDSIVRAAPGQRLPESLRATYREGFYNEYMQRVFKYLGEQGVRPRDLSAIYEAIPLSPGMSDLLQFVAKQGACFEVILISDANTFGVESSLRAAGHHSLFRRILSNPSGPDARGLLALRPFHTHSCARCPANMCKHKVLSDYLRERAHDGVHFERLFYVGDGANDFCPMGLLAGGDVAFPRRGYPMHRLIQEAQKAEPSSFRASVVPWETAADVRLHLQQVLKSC
# MEKK2wt PB1 HTS – raises or lowers MEK5 binding to wildtype human MEKK2 PB1 domain; Q9Y2U5; bead flow cytometry, Alexa488-MEK5 binding to MEKK2 WT; actives lie on both sides; binding response (% of control), % at 10 µM; actives 1.1% (n = 290,000); AID 1531; in the data active = binding response below about 67% or above about 130%; inconclusive = no clear call, values can overlap the other calls; inactive = in between
# MEKK2mut PB1 HTS – signal of MEK5 binding to mutant human MEKK2 PB1 domain. bead flow cytometry, Alexa488-MEK5 binding to MEKK2 mutant. percent response, % at 10 µM. actives 0.35% (n = 290,000). AID 1530; in the data active = percent response above about 24%, passing the limit was not always enough; also: inactives centre near 1; some results filed as inactive read as strong as hits; reference of the scale not given here
# * hit, by the source's call; ? = inconclusive; · = not tested or not shown; [ ] = another dose, or the depositor's remark. An unsorted share of the library (roughly 5.4% active in at least one column).
Compound	OXTR agonist	V1aR counter	GalR3 antagonist	MEKK3 PB1 HTS	PHOSPHO1 block	GPR7 antagonist	MEKK2mut PB1 HTS	MEKK2wt PB1 HTS	NALP1 inh
COc1ccccc1-c1coc2c(CN3C(C)CCCC3C)c(O)ccc2c1=O (configuration not stated)	-0.3	0.0	-1	104	·	-9	3	102	-30
Cc1[nH]n(-c2ccccc2)c(=O)c1C=NCc1ccco1	0.4	0.4	·	101	48	-2	-2	92	0
COc1ccc(S(=O)(=O)N(CC(=O)Nc2cccnc2)c2ccccc2OC)cc1	1.7	0.6	-6	105	19	-7	-7	105	-12
CCc1ccc(OCC(=O)N2CCN=C2c2ccccc2)cc1	-0.4	1.1	5	100	-7	1	5	105	-6
CCN(CC)CCn1nc2c3c(cccc3c1=O)-c1ccccc1-2	-0.8	-0.2	-6	103	16	-11	-1	101	20
Cc1ccc(C2NS(=O)(=O)N=C2N)cc1 (configuration not stated)	0.7	0.7	-3	102	4	8	-1	104	22
O=C(COC(=O)CCC(=O)c1cccs1)Nc1ccc(Cl)cn1	0.2	0.0	-3	108	-3	-1	0	103	21
Cc1cc(C)cc(C(=O)NC(CC(N)=O)c2ccc(N3CCN(C)CC3)c([N+](=O)[O-])c2)c1 (configuration not stated)	0.1	1.0	-4	98	36	1	-8	95	23
Cc1ccc(C(=O)CSc2nnc(-c3ccccc3)o2)cc1	-0.3	0.3	5	1.0*[inhibitor]	8	12	-2	-2.0*[inhibitor]	1
COc1ccccc1NC(=O)c1ccc2snnc2c1	-1.5	-0.6	-5	96	37	10	-6	94	4
COc1ccc(N2CCC(CNC(=O)Nc3ccc(OC)cc3OC)C2)cc1 (configuration not stated)	-2.7	-1.4	-1	·	-8	8	·	·	-2
CCOC(=O)Cc1cc(=O)[nH]c(/N=C(\N)Nc2ccc(C)cc2C)n1	0.1	0.7	-5	97	8	-5	-3	95	35
CCCC[n+]1ccn(-c2nc3ccccc3nc2[N-]S(=O)(=O)c2ccc(Cl)cc2)c1	-0.2	-1.8	3	94	3	-6	-7	90	·
O=C(NCC1CCN(Cc2ccc(F)cc2)CC1)Nc1cc(F)ccc1F	3.9	3.2	-7	106	26	22	9	119	-5
Cc1ccccc1NC(=S)c1ccc2ccccc2n1	-2.1	-0.5	-7	99	-36	-13	0	99	16
O=C(O)CSCC(=O)Nc1cccc2ccccc12	8.2	-0.2	-1	87	5	-14	-10	88	36
Cc1c(CCOC(=O)c2cc([N+](=O)[O-])cc([N+](=O)[O-])c2)sc[n+]1CCCCS(=O)(=O)[O-]	0.2	-0.9	7	93	48	-11	-12	91	-12
CCC/C=N/Nc1nc2ccccc2s1	-0.3	1.0	-4	103	28	-12	5	106	4
CC1(C)NC(=O)N(CCOCCOc2cccc(Oc3ccccc3)c2)C1=O	1.0	0.8	-4	98	-7	-3	3	103	1
Cc1ccnc(NS(=O)(=O)c2ccc(Oc3ccccc3)cc2)c1	6.5	5.6	-5	106	24	-10	6	105	2
Cc1nn(CC(=O)c2ccccc2)c(=O)c2nn(-c3ccccc3F)c(C)c12	-1.0	1.2	-3	109	-8	-14	2	102	34
O=C(c1cccc(S(=O)(=O)N2CCOCC2)c1)N1CCCC1	-0.5	1.5	-1	111	2	-9	6	112	19
O=C1c2ccccc2C(=O)N1Cc1nn2c(-c3ccc(Cl)cc3)nnc2s1	0.3	0.4	2	98	41	·	0	92	11
Clc1nc(-c2cccnc2)nc2scc(-c3ccccc3)c12	-1.8	-0.5	-3	95	-2	5	-2	94	14
CS(=O)(=O)N1CCCC(C(=O)NCCc2ccc(Cl)cc2)C1 (configuration not stated)	0.1	1.0	4	86	16	-3	-4	86	18
CCC(Sc1nnc(-c2ccco2)n1C)C(=O)Nc1nnc(C)s1 (configuration not stated)	-0.4	0.7	4	99	36	-7	6	98	-2
CCOc1cc(Cl)c(NC(=O)c2ccco2)cc1OCC	-2.5	-0.5	1	103	-5	-1	5	105	15
O=C(CCS(=O)(=O)c1ccc(Br)cc1)N1CCN(c2ccccc2F)CC1	0.1	0.4	0	98	-18	-14	0	101	1
CC1CCCN(CC(O)COCC2COc3ccccc3O2)C1 (configuration not stated)	0.5	0.4	0	105	40	7	11	107	-7
CC1=C(C(=O)OCC2CCCO2)C(c2ccccc2OC(C)C)C2=C(CC(c3ccco3)CC2=O)N1 (configuration not stated)	-2.5	-0.9	-1	110	14	-4	5	109	14
O=C(Cc1ccc(NS(=O)(=O)c2ccc(F)cc2)cc1)NCc1ccccc1	2.0	3.9	0	87	3	0	-6	94	1
C=CCn1cccc(C(=O)Nc2ccc(OC)cc2)c1=O	1.2	1.5	-3	102	49	-3	-2	105	11
CCOc1cc(C(=O)Nc2ccc(C)cc2C)ccc1OCC(=O)N1CCCCC1	0.2	0.1	4	98	4	-11	13	114	25
COc1ccc(C(=O)C(C)Oc2cccc(NC(=O)c3cccc([N+](=O)[O-])c3)c2)cc1 (configuration not stated)	1.5	3.9	-2	108	-12	-6	-1	107	22
Nc1nnc(SCC(=O)Nc2ccc(S(=O)(=O)N3CCOCC3)cc2)s1	-0.3	0.1	·	94	57	7	0	101	4
O=C(CC(=O)N/N=C/c1cccs1)NCc1ccccc1	-0.8	-0.2	-6	98	23	-16	-2	103	-5
O=C(NCCS(=O)(=O)N1CCN(c2ccccc2F)CC1)c1cc(=O)c2ccccc2o1	3.5	6.7	-4	104	30	-8	4	102	7
COc1ccc(C)cc1N(CC(=O)Nc1ccc(S(=O)(=O)N2CCCC2)cc1)S(C)(=O)=O	·	·	-4	98	31	-3	1	101	8
CCS(=O)(=O)N1CCC(C(=O)Nc2ccc3c(c2)CCC3)CC1	0.1	1.0	0	104	10	-7	6	106	-3
N#CC1=C(N)OC2=C(CC/C2=C\c2ccc(F)cc2)C1c1ccc(F)cc1 (configuration not stated)	5.5	8.1	·	97	12	-6	0	91	·
COc1ccc(OC)c(S(=O)(=O)NCCOC23CC4CC(CC(C4)C2)C3)c1	1.6	3.7	0	86	6	-4	-4	93	40
O=C(NCc1ccccc1F)C1CCCN(C(=O)Nc2ccccc2)C1 (configuration not stated)	-0.1	0.1	-9	95	-17	12	-1	95	3
O=C1CC(Nc2ccc(N3CCOCC3)cc2)C(=O)N1c1ccccc1 (configuration not stated)	2.0	0.8	·	97	-34	-10	-1	96	12
O=C(CC(c1ccccc1)c1ccccc1)Nc1ncn[nH]1	1.8	0.7	-3	100	-12	-3	-2	98	1
Cc1c(/C=N/NC(=O)c2cccnc2)c2ccccc2n1Cc1ccccc1	3.7	3.7	-3	105	-14	3	110*	62*[inhibitor]	-14
CC(=O)c1cccc(NC(=O)NCCc2c[nH]c3ccccc23)c1	0.2	-2.4	-5	51	47	-3	-20	58	·
CCCCN(C)C(=O)Cn1nc(-c2ccc(Cl)cc2)ccc1=O	-0.7	2.0	-14	104	9	-7	3	104	14
CCc1cc2c(=O)[nH]c(-c3ccncc3)nc2s1	-1.0	-0.3	3	93	16	-5	-2	98	17
CN(Cc1ccc(F)cc1)C(=O)CCc1nnc(-c2ccccc2)o1	1.6	-0.3	-6	99	0	-4	-1	101	1
Clc1cccc(CNCC2CCCO2)c1Cl (configuration not stated)	0.1	-0.2	-3	106	34	-12	2	105	6
CCC1CN(C(=O)NCc2ccc(F)cc2)c2cc(C)ccc2O1 (configuration not stated)	·	·	-10	107	42	-7	10	105	5
C[C@H](NC(=O)[C@@H]1Cc2ccccc2CN1C(=O)OC(C)(C)C)C(=O)NC1CCCCC1	-2.2	-1.9	-4	100	27	1	1	96	0
O=C(c1ccc(COc2c(F)c(F)cc(F)c2F)o1)N1CCN(c2ccc(Cl)cc2)CC1	-2.1	0.1	-6	107	-27	-10	1	100	0
CCn1c(CCNC(=O)c2ccc(OC)cc2)nnc1SCc1ccc(Cl)cc1Cl	2.4	4.1	-13	104	-37	-12	-1	99	13
O=C(Nc1cccc(Cl)c1)Nc1nnc(CC2=CCCCC2)s1	1.3	0.9	-4	118	10	-4	0	99	21
CCCCN=C1C([N+](=O)[O-])=CC=C2C1=NC1(CCCCC1)N2O	-1.4	-0.6	-2	101	-5	-10	-2	101	16
O=c1[nH]c2ccc(S(=O)(=O)Nc3ccc(Br)cc3)cc2[nH]1	0.0	-0.5	6	78	53	0	-25	79	25
CCOC(=O)C1CCN(C(=O)CN2C(=O)c3cccnc3Oc3ccccc32)CC1	0.2	0.7	-8	99	12	-13	-2	103	5
O=NC1=C(c2c(O)[nH]c3ccccc23)CCCC1	-0.3	-0.8	-1	97	-3	-6	5	103	8
COc1ccc[nH]c1=O	0.6	0.5	-1	98	40	-2	0	95	38

# Next entries
Compound	OXTR agonist	V1aR counter	GalR3 antagonist	MEKK3 PB1 HTS	PHOSPHO1 block	GPR7 antagonist	MEKK2mut PB1 HTS	MEKK2wt PB1 HTS	NALP1 inh
Cn1c(=O)[nH]c(=O)c2c1nc(NCCCO)n2CCOc1ccccc1	0.6	0.6	-3	100	25	3	-5	96	2
O=C(O)c1ccc(Cl)c(S(=O)(=O)N2CCCCCC2)c1	0.4	1.0	-1	106	-22	-8	6	109	-14
COc1ccccc1C(C)NC(=O)CCOc1cccc(C)c1 (configuration not stated)	-2.3	-0.8	-4	96	12	-4	-1	91	11
CCOC(=O)c1c(C)[nH]c(C(=O)CN2CC(C)OC(C)C2)c1C (configuration not stated)	0.0	0.9	-1	96	16	-7	-2	99	13
Cc1cc(NC(=O)CSc2nc(C(C)C)nc3sc4c(c23)CCCC4)no1	0.1	0.3	-3	107	1	-5	8	103	26
c1ccc(-c2cnnc(N3CCCCC3)n2)cc1	-2.7	-1.9	-8	?	2	-14	-53	?	15
CCC(=O)N1CCc2cc(S(=O)(=O)NCCCN(CC)Cc3ccccc3)ccc21	-0.8	-0.2	2	103	6	3	6	114	0
O=C(CN1C(=O)S/C(=C/c2cc(Br)cs2)C1=O)N1CCOCC1	2.3	0.3	-10	102	4	-8	15	114	18
CC(C)CC(c1nnnn1C(C)C)N1CCN(c2ccccc2)CC1 (configuration not stated)	-2.2	-1.1	·	100	46	13	0	99	-17
COc1cc(NC(=O)CN2CCCCCC2)cc(OC)c1	0.1	-0.2	-10	99	31	3	-5	96	-11
COc1cc(/C=C2\SC(=S)N(NC(=O)c3ccc(O)cc3)C2=O)ccc1O	64*	25*	-11	98	·	21	-3	90	-1
Cn1cnc([N+](=O)[O-])c1Sc1ccccc1	0.5	0.6	-2	96	9	4	-1	92	-9
O=[N+]([O-])c1ccc(Nc2nc(N/N=C/c3cccc(F)c3)nc(N3CCCC3)n2)cc1	-2.4	-1.1	1	87	-9	0	2	114	0
Cn1c(C(=O)N2CCC(C(N)=O)CC2)cc2cc(Cl)ccc21	-0.8	0.6	-4	97	-11	10	2	100	6

# MEKK2mut PB1 HTS: hit marks shown above.
SMILES	GalR3 antagonist	MEKK3 PB1 HTS	PHOSPHO1 block	GPR7 antagonist	MEKK2mut PB1 HTS	MEKK2wt PB1 HTS	NALP1 inh
Cc1c(/C=N/NC(=O)c2cccnc2)c2ccccc2n1Cc1ccccc1	-3	105	-14	3	110*	62*[inhibitor]	-14

# Screening results as filed in PubChem.
